Screens (PubChem BioAssay)
TDP1 cell noCPT = qHTS for Inhibitors of human tyrosyl-DNA phosphodiesterase 1 (TDP1): qHTS in cells in absence of CPT; DT40 Tdp1-/- hTDP1 cells, no CPT, ATP luminescence, 48 h; Potency, µM (highest dose often 46.2 µM), for the others: at the top dose activity change, negative = growth inhibition, usual class: inhibitors; actives 15% (n = 420,000); AID 686978, 2013; note: nearly all actives have a fitted effect of over 55% in size
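Camptothecin absent (DMSO only). Human TDP1-complemented DT40 knockout cells, 400 cells/well, 37 °C for minimum 48 hr; ATP measured via CellTiter-Glo, 30 min dark incubation, luminescence.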
TDP1 block = blocks human tyrosyl-DNA phosphodiesterase 1. recombinant TDP1, AlphaScreen DNA substrate cleavage. actives 0.28% (n = 350,000). Q9NUW8. Potency, µM (highest dose often 130 µM), for inactives: top-dose activity change, negative = inhibition, usual class: inhibitors; note: nearly all actives have a fitted effect of over 40% in size
Target sequence (Q9NUW8 whole entry, looked up): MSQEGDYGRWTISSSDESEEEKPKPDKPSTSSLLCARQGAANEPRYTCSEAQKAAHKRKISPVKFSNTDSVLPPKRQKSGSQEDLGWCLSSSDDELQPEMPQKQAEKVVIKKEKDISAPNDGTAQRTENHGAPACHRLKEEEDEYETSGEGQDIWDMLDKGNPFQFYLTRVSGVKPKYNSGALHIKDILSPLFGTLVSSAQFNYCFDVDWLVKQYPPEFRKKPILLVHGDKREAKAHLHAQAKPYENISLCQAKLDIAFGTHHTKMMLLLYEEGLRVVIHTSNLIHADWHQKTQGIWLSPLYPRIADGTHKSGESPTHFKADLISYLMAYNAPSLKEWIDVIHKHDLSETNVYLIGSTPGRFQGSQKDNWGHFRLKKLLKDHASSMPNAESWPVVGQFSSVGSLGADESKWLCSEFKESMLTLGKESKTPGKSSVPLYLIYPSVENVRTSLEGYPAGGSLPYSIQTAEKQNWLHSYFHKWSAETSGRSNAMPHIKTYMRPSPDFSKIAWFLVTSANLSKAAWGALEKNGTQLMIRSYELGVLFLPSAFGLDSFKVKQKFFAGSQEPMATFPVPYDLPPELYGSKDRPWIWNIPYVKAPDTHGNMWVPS
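Enzyme-compound mixtures sat 15 min at room temperature, followed by a 5 min reaction with 15 nM final substrate and 10 min with AlphaScreen beads. Recombinant human Tdp1 was used at 1 nM final.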
N370S GC mod = inhibitors or activators of N370S glucocerebrosidase for Gaucher disease | AID 2101 | actives 0.092% (n = 330,000) | Potency, µM (highest dose often 59.4 µM), for the others: at the highest dose activity change, negative = inhibition, usual class: inhibitors | P04062 | N370S GC spleen homogenate, 4MU-glucoside fluorescence;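 note: 0% = full enzyme activity and -100% = no enzyme basal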
Numbers without * were called inactive; ? = inconclusive; . = no result given; [ ] = another dose, or the depositor's remark. Calls come from the whole dose curve; as a rule, active = well fitted curve in the direction sought with a large enough effect; inconclusive = small, poorly fitted or top-dose-only effect, or another doubt; inactive = no such curve, though single readings can be large; an effect the other way counts as inactive or inconclusive. Unless noted, % is set by controls: 0 for no effect and ±100 for the full control effect; potency is the fitted concentration of half-maximal effect. This is a subset; the hit share may differ from the screen's.

[1] Cc1cc2cccc(C)c2nc1SCC(=O)NCC1CCCO1 (stereo not given)
[2] CCCc1nnc(NC(=O)c2ccc(N3C(=O)C4C5C=CC(C5)C4C3=O)cc2)s1 (stereo not given)
[3] CCOC1OC(=O)C(Cl)=C1Nc1ccc(C)cc1 (stereo not given)
[4] CCN(CC)c1c([N+](=O)[O-])c(=O)n(CC)c2ccccc12
[5] Oc1cccc(NC(=S)Nc2ccccc2)c1
[6] CCCCNC(=O)CCSc1nc(-c2ccc3c(c2)OCO3)cc(C(F)(F)F)n1

| Compound | 1 | 2 | 3 | 4 | 5 | 6 |
| --- | --- | --- | --- | --- | --- | --- |
| TDP1 cell noCPT | -20% | -15% | -3% | 21µM* | 0% | -13% |
| TDP1 block | -6% | 1% | 3% | . | . | 4% |
| N370S GC mod | 6% | 0% | 11% | 4% | -3% | . |

[7] O=C(CSc1c2c(nc3ccccc13)CCC2)Nc1ccc(F)cc1
[8] COc1ccc(NS(=O)(=O)c2ccc(C(=O)NCC3(N4CCOCC4)CCCCC3)cc2)cc1
[9] O=C(O)C1CN(c2ncccc2[N+](=O)[O-])C1
[10] Cc1c(C(=O)Nc2cccc(Cl)c2)cn2c(nc3ccccc32)c1C#N
[11] CCc1ccc(NC(=O)N(CCCN2CCOCC2)Cc2cccs2)cc1
[12] COc1cc2c(c(OC)c1OC)C(c1ccc(O)cc1)CC(=O)O2 (stereo not given)

| Compound | 7 | 8 | 9 | 10 | 11 | 12 |
| --- | --- | --- | --- | --- | --- | --- |
| TDP1 cell noCPT | ? | ? | -19% | 12µM* | -35% | -19% |
| TDP1 block | 7% | 4% | 3% | 5% | 4% | 0%[56.1 µM] |
| N370S GC mod | . | . | -18% | 7% | -22% | -9%[89.1 µM] |

[13] Cc1cccc2sc(NC(=O)CCNS(=O)(=O)c3cccc4nonc34)nc12
[14] CC(=O)c1ccccc1NC(=O)COC(=O)C1CCCN1S(=O)(=O)c1ccccc1F (stereo not given)
[15] COc1ccc(NC(=O)N2CCCC2C(=O)NCc2cccs2)cc1 (stereo not given)
[16] COc1ccc(NC(=O)Cn2nnc(-c3ccccc3NC(=O)c3cccs3)n2)cc1
[17] CNCc1ccccc1OCC(=O)Nc1ccccc1
[18] CCOc1ccc(/C=C/C2=CC(C)(C)NC(=S)N2)cc1

| Compound | 13 | 14 | 15 | 16 | 17 | 18 |
| --- | --- | --- | --- | --- | --- | --- |
| TDP1 cell noCPT | 18µM* | 11% | 0% | ? | -2% | ? |
| TDP1 block | 9% | 0% | 0% | 8% | 4% | 9% |
| N370S GC mod | 2% | . | -18% | -6% | 16% | 3% |

[19] Cc1ccc2nsnc2c1NC(=O)c1cccnc1Cl
[20] CC1(C)OC(=O)C(=CNCC(=O)NCC(=O)O)C(=O)O1
[21] CCOc1ccc(NC(=O)N2CCN(C(=O)c3ccco3)CC2)cc1
[22] CC(C)=C(NC(=O)c1ccccc1)C(=O)N/N=C/c1ccc(O)cc1
[23] CC(=O)c1ccc2c(c1)N(CCCN1CCC(CCO)CC1)c1ccccc1S2
[24] O=C(COC(=O)c1ccco1)c1ccccc1

| Compound | 19 | 20 | 21 | 22 | 23 | 24 |
| --- | --- | --- | --- | --- | --- | --- |
| TDP1 cell noCPT | 1% | -14% | -17% | 7% | ? | 4% |
| TDP1 block | 3% | 5% | 3% | -8% | 13%[21 µM] | 10% |
| N370S GC mod | 2% | 2% | -2% | -11% | -13% | 1% |

[25] CCOC(=O)C(=O)/C(C#N)=C/Nc1ccc(Cl)cc1
[26] CCOC(=O)Cc1csc(NC(=S)NC(=O)C(C)(C)C)n1
[27] Cn1c(SCC(=O)NCc2ccc(F)cc2)ncc(C(=O)Nc2ccccc2)c1=O
[28] COc1ccc(C(=O)Nc2ccc3c(c2)OCCO3)cc1[N+](=O)[O-]
[29] O=C(CCN1C(=O)c2ccccc2C1=O)Nc1ccccc1C(F)(F)F
[30] COCCNc1nc(-c2cc3ccccc3o2)cs1

| Compound | 25 | 26 | 27 | 28 | 29 | 30 |
| --- | --- | --- | --- | --- | --- | --- |
| TDP1 cell noCPT | -17% | -21% | ? | -17% | 0% | -4% |
| TDP1 block | 7% | 3% | -15% | -4% | . | 1% |
| N370S GC mod | 4% | -7% | 14% | 18% | -4% | -1% |

[31] NS(=O)(=O)c1cc2c(cc1Cl)NC(CC1CCCC1)NS2(=O)=O (stereo not given)
[32] COc1cc(NC(=S)Nc2ccccn2)cc(OC)c1
[33] NC(=O)[C@@H]1CCCN1
[34] O=C(Cn1nc(Cl)nc1Cl)c1ccccc1
[35] CCCc1cc(=O)[nH]c2nnc(SC(C)CC)n12 (stereo not given)
[36] Cc1ccc(Nc2nc(N)nc(CSC(=S)N3CCN(c4ccccc4)CC3)n2)cc1

| Compound | 31 | 32 | 33 | 34 | 35 | 36 |
| --- | --- | --- | --- | --- | --- | --- |
| TDP1 cell noCPT | 9% | ? | . | 15µM* | 1% | ? |
| TDP1 block | . | 5% | 6% | . | -3% | 3% |
| N370S GC mod | -13% | 20% | -1% | 4% | . | 8% |

[37] C[C@H](CO)N1C[C@H](C)[C@@H](CN(C)C(=O)NC2CCCCC2)Oc2ccc(NC(=O)Cn3cnnn3)cc2C1=O
[38] NS(=O)(=O)c1ccc(CCNC(=O)c2ccc(NS(=O)(=O)c3ccc4[nH]c(=O)[nH]c4c3)cc2)cc1
[39] CCCCC(=O)NCCc1cc2c(OC)ccc(OC)c2[nH]c1=O
[40] Cc1ccc(C(=O)NCCOc2ccc(Cl)cc2)cc1
[41] CC(NS(=O)(=O)c1cc2c3c(c1)CCC(=O)N3CCC2)c1ccccc1 (stereo not given)
[42] CC(C)=CCc1c(O)ccc(C(=O)Cc2ccccc2)c1O

| Compound | 37 | 38 | 39 | 40 | 41 | 42 |
| --- | --- | --- | --- | --- | --- | --- |
| TDP1 cell noCPT | 3% | 5% | 1% | -4% | ? | ? |
| TDP1 block | 0% | 3%[0.505 µM] | -2% | . | -7% | 4% |
| N370S GC mod | . | -11% | -2% | 8% | -3% | 7% |

[43] CN1CCC(OC(=O)C(Oc2ccc(Cl)cc2)Oc2ccc(Cl)cc2)CC1
[44] CCOc1ccc(S(=O)(=O)N2CCN(c3ccc(C)cc3C)CC2)cc1
[45] Fc1ccccc1Cn1c2[n+](c3ccc(C(F)(F)F)cc31)CCCCC2
[46] CCOC(=O)CNC(=O)O[C@H]1C(=O)c2ccc(OC)cc2O[C@@H]1c1ccc2c(c1)OCO2
[47] COc1ccc(NC(=O)c2cc(-c3ccc(C)cc3O)n[nH]2)c(OC)c1
[48] CN(C)c1ccc(N=Nc2ccccc2C(=O)OCC(=O)N2CCCCCC2)cc1

| Compound | 43 | 44 | 45 | 46 | 47 | 48 |
| --- | --- | --- | --- | --- | --- | --- |
| TDP1 cell noCPT | -4% | ? | ? | . | ? | ? |
| TDP1 block | 3% | -2% | 3% | 6% | . | 11% |
| N370S GC mod | . | 11% | -7% | -2% | -8% | ? |

A draw from above in order of count of non-hydrogen atoms, largest number first.
[38] NS(=O)(=O)c1ccc(CCNC(=O)c2ccc(NS(=O)(=O)c3ccc4[nH]c(=O)[nH]c4c3)cc2)cc1
[36] Cc1ccc(Nc2nc(N)nc(CSC(=S)N3CCN(c4ccccc4)CC3)n2)cc1
[29] O=C(CCN1C(=O)c2ccccc2C1=O)Nc1ccccc1C(F)(F)F
[1] Cc1cc2cccc(C)c2nc1SCC(=O)NCC1CCCO1 (stereo not given)
[32] COc1cc(NC(=S)Nc2ccccn2)cc(OC)c1

| Compound | 38 | 36 | 29 | 1 | 32 |
| --- | --- | --- | --- | --- | --- |
| TDP1 cell noCPT | 5% | ? | 0% | -20% | ? |
| TDP1 block | 3%[0.505 µM] | 3% | . | -6% | 5% |
| N370S GC mod | -11% | 8% | -4% | 6% | 20% |

Next section.
[49] Cn1cc(S(=O)(=O)NC(c2ccccc2)c2ccccc2)c(=O)n(C)c1=O
[50] COC(=O)C/C=C\[C@@H](C)[C@@H]1C=C[C@H](OC(C)=O)[C@H](COC(C)=O)O1
[51] COc1cc(OC)cc(C(=O)N2CCN(Cc3ccccc3Br)CC2)c1
[52] Cc1cc(C)cc(N2C(=O)CN(Cc3sccc3C)C2=S)c1
[53] COc1ccc(C(=O)OC/C(O)=C(\C#N)c2nc3ccccc3[nH]2)cc1S(=O)(=O)N1CCOCC1
[54] CCC(C)/C(C)=N/NC(=O)CNS(=O)(=O)c1ccc([N+](=O)[O-])cc1 (stereo not given)

| Compound | 49 | 50 | 51 | 52 | 53 | 54 |
| --- | --- | --- | --- | --- | --- | --- |
| TDP1 cell noCPT | -10% | . | -27% | -10% | -25% | -8% |
| TDP1 block | 4% | -2%[21 µM] | -10% | -8% | 8% | 3% |
| N370S GC mod | 0% | -1%[12.8 µM] | 2% | -29% | -11% | -2% |

[55] CCCC1C2C(=O)N(c3cccc(C)c3)C(=O)C2ON1c1ccccc1 (stereo not given)
[56] COC(=O)C1=C(CSc2nccn2C)NC(=O)NC1c1cc(C)ccc1C (stereo not given)
[57] CSc1nccn1CC(=O)Nc1ccc(F)cc1
[58] CCOC(=O)c1cc(-c2ccccc2)sc1NC(=O)C(C)Sc1nnc(N)s1 (stereo not given)
[59] CC(C)NS(=O)(=O)c1ccc(NC(=O)C(C)OC(=O)CCC2CCCCC2)cc1 (stereo not given)
[60] COc1ccc(/C=C(/NC(=O)c2ccccc2Cl)C(=O)NCCCC(=O)O)cc1

| Compound | 55 | 56 | 57 | 58 | 59 | 60 |
| --- | --- | --- | --- | --- | --- | --- |
| TDP1 cell noCPT | 2% | 0% | -8% | ? | 4% | 5% |
| TDP1 block | 1% | 6% | 5% | -1% | -2% | 8% |
| N370S GC mod | 7% | -6% | 10% | 5% | -7% | 7% |

[61] N#Cc1nc(-c2ccccc2)oc1N1CCN(C(=O)c2ccco2)CC1
[62] COc1ccc(CNC(=O)C(C)Sc2nc3ccccc3c(=O)n2CCCN2CCOCC2)cc1 (stereo not given)
[63] COc1ccc(OC)c(S(=O)(=O)N2CCC(C(=O)Nc3cccc(C)c3C)CC2)c1
[64] S=C(NCC1CCCO1)Nc1ccc(Cl)cc1Cl (stereo not given)
[65] CCOc1ccccc1NC(=O)c1cc2cc3cc(C)ccc3nc2s1
[66] CCNC(=O)CC1C(=O)N(c2cccc(OC)c2)C(=O)N1CCOC (stereo not given)

| Compound | 61 | 62 | 63 | 64 | 65 | 66 |
| --- | --- | --- | --- | --- | --- | --- |
| TDP1 cell noCPT | ? | -5% | -14% | -20% | -12% | ? |
| TDP1 block | 8% | -3% | -2% | 3% | 3% | 5% |
| N370S GC mod | ? | -3% | 0% | 8% | . | 0% |

[67] CCCCn1c(COc2cccc(OC)c2)nc2ccccc21
[68] CCN(CC)S(=O)(=O)c1cccc(N=Nc2c(O)c3ccccc3oc2=O)c1
[69] O=c1c2c(ncn2C2CCCC2)n(Cc2ccccc2)c(=O)n1CCOc1ccc(Br)cc1
[70] O=C(Cc1ccccc1[N+](=O)[O-])OCN1C(=O)c2ccccc2C1=O
[71] CCCCC(=O)NC1CC(=O)N(c2ccc3c(c2)OCCO3)C1 (stereo not given)
[72] Cc1cc(C)cc(SCc2noc(C(=O)NC(C)C)c2C(=O)NC(C)C)c1

| Compound | 67 | 68 | 69 | 70 | 71 | 72 |
| --- | --- | --- | --- | --- | --- | --- |
| TDP1 cell noCPT | ? | ? | ? | 8% | -25% | -21% |
| TDP1 block | 9% | 3% | -1% | 4% | 5% | . |
| N370S GC mod | . | -14% | 9% | -1% | . | 2% |

[73] Cc1csc(SCC(=O)Nc2ccc(Cl)cn2)n1
[74] Cc1ccc(-c2ccc(/C=C3\SC(N4CCOCC4)=NC3=O)o2)cc1
[75] O=C(NCc1cccc(F)c1)c1cccc2c1C(=O)c1ccc(N3CCOCC3)cc1S2(=O)=O
[76] O=C(Nc1cccc2ncccc12)c1cc(Br)ccc1Cl
[77] CCN(CC)c1cc(C)c2cc(NC(=O)/C=C/c3ccc(C)cc3)ccc2n1
[78] CC(=O)N(C)C1=C(N2CCOCC2)C(=O)c2ccccc2C1=O

| Compound | 73 | 74 | 75 | 76 | 77 | 78 |
| --- | --- | --- | --- | --- | --- | --- |
| TDP1 cell noCPT | -13% | 9.2µM* | ? | -9% | 5.2µM* | 0.16µM* |
| TDP1 block | 4% | 5% | 1% | 3% | 3% | 4% |
| N370S GC mod | 8% | 21% | . | 0% | . | 0% |

[79] O=C(CN1c2ccccc2Sc2ccccc21)N/N=C/c1ccc(Cl)cc1
[80] CC(C)CC1NC(=O)N(Cc2nc3ccccc3s2)C1=O (stereo not given)
[81] COc1ccc(/C(C)=N/OCC(=O)N=Nc2c(O)[nH]c3ccc(Br)cc23)cc1
[82] COc1cc2[nH]c(-c3cccc(F)c3)cc(=O)c2cc1OC
[83] CCOc1ccc(S(=O)(=O)N/N=C2/CC(c3ccccc3)Oc3ccccc32)cc1 (stereo not given)
[84] COc1ccccc1-n1c(CCn2nc(C)c(Br)c2C)n[nH]c1=S

| Compound | 79 | 80 | 81 | 82 | 83 | 84 |
| --- | --- | --- | --- | --- | --- | --- |
| TDP1 cell noCPT | ? | ? | 18µM* | ? | 16µM* | -22% |
| TDP1 block | . | 4% | 3% | 4% | 3% | 0% |
| N370S GC mod | -4% | 0% | 0% | 1% | 13% | -7% |
